MBNL1 CUG block = inhibitors of human MBNL1 binding to CUG repeat RNA | TR-FRET MBNL1-His/biotin-(CUG)12 binding, 665/545 ratio | Potency, µM (doses to about 57.5 µM), without a hit: at the top dose activity change, negative = inhibition, actives largely listed as inhibitors | 280,000 tested, 0.036% active; active = well fitted inhibition curve with a large enough effect in the signal ratio, with a control signal flat, not every such curve was filed as active; inconclusive = small, poorly fitted or top-dose-only effect, or effect the other way, or a change in a side signal; inactive = no such curve, though single readings can be large or run the other way; the % refers to the signal ratio; note: potency is the fitted concentration of half-maximal effect; % is set by controls: 0 for no effect and ±100 for the full control effect
Target sequence (Q9NR56 whole entry, looked up): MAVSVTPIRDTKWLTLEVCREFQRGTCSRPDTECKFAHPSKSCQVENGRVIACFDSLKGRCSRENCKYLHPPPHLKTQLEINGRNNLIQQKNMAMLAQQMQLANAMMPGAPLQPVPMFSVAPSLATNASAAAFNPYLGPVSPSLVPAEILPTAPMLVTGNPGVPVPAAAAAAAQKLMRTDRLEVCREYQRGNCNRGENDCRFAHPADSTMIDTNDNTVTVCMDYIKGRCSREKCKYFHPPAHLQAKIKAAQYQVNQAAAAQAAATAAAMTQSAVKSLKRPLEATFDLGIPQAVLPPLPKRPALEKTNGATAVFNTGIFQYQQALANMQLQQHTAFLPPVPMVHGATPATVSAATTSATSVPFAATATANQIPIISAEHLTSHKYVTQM
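His-tagged MBNL1 binding to biotinylated (CUG)12 RNA was measured by TR-FRET using terbium anti-His antibody (0.055 ng/ul final) and streptavidin-XL665 (5 nM final). Compounds were titrated 92 nM to 58 uM; 60 min at room temperature.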
Mito fusion act = inhibitors of mitochondrial division or activators of mitochondrial fusion. S. cerevisiae fusion-defective mutant growth rescue, CellTiterGlo 48 h. Potency, µM (series often up to 46.1 µM), inactives show at the top dose growth rescue (activation), most hits filed as activators. 320,000 tested, 0.23% active;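 note: potency is the fitted concentration of half-maximal effect; % of control where 0% means no effect; nearly all actives have a fitted effect of over 45% in size; temperature-sensitive fusion mutants such as fzo1-1 at 37 °C on non-fermentable ethanol glycerol medium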
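Compounds are tested for their ability to restore growth of mitochondrial fusion-defective yeast strains at non-permissive 37C in YPEG medium over 48 hours. Viability is quantified by luciferase luminescence.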
MLL CXXC-DNA inh = blocks binding of human MLL CXXC domain to DNA | MLL-CXXC / FITC-HOXA9 DNA fluorescence polarization | Potency, µM (top dose mostly 115 µM), without a hit: top-dose activity change, negative = inhibition, most hits filed as inhibitors | 290,000 tested, 0.037% active | AID 2662; active = well fitted inhibition curve with a large enough effect in the polarisation, with a control signal flat, not every such curve was filed as active; inconclusive = small, poorly fitted or top-dose-only effect, or effect the other way, or a change in a side signal; inactive = no such curve, though single readings can be large or run the other way; the % refers to the polarisation; note: potency is the fitted concentration of half-maximal effect
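Fluorescence polarization: 7 uM MLL-CXXC (stock) preincubated 5 min with compounds, then 50 nM fluorescein-HOX-A9 DNA (stock) added; 30 min ambient. Buffer 50 mM Tris-HCl pH 7.5, 50 mM NaCl, 1 mM DTT, 0.05% BSA.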
PTAP TSG101 blk = blocks PTAP/TSG101 interaction to inhibit HIV-1 budding | Fluorescence polarization, FITC-PTAP peptide / Tsg101 binding | Potency, µM (highest dose often 115 µM), for the others: top-dose activity change, negative = inhibition, usual class: inhibitors | 340,000 tested, under 10 active; active = well fitted inhibition curve with a large enough effect in the main read-out, with a control signal flat, not every such curve was filed as active; inconclusive = small, poorly fitted or top-dose-only effect, or effect the other way, or a change in a side signal; inactive = no such curve, though single readings can be large or run the other way; note: potency is the fitted concentration of half-maximal effect; % of control where 0% means no effect
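Compounds were pin-transferred onto Tsg101 binding domain (10 uM final) in HEPES pH 7.5 buffer, then FITC-PTAP peptide was added at 50 nM final. After 20 min at RT, polarization reported peptide displacement across a qHTS concentration series.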
Menin-MLL TR inh = displaces Texas Red mutant MLL peptide from human menin. 270,000 tested, 0.23% active. Potency, µM (doses to about 61.6 µM), inactives show at the top dose FP activity change, negative = inhibition, actives largely listed as inhibitors. Menin + Texas Red MLL mutant peptide, fluorescence polarization. AID 1768. O00255; active = well fitted inhibition curve with a large enough effect in the polarisation, with a control signal flat, not every such curve was filed as active; inconclusive = small, poorly fitted or top-dose-only effect, or effect the other way, or a change in a side signal; inactive = no such curve, though single readings can be large or run the other way; the % refers to the polarisation; note: potency is the fitted concentration of half-maximal effect; % of control where 0% means no effect; many of its hits are not listed in these tables
TCR activator = activates T cell receptor signaling; primary human leukocytes, anti-CD3, IL-2 HTRF, 48 h; Potency, µM (top dose mostly 9.22 µM), for inactives: top-dose activation of IL-2 secretion, most hits filed as activators; 330,000 tested, under 10 active; note: % of control where 0% means no effect
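48 hr co-incubation of compounds, a-CD3 beads and primary human leukocytes; IL-2 quantified homogeneously by HTRF with anti-IL-2 K and d2 conjugates.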
TSHR antagonist = antagonists of human thyroid stimulating hormone receptor | P16473 | TSHR-expressing cells, TSH-stimulated cAMP HTRF, 2 h; active compounds read low | 330,000 tested, 0.2% active | activity change, negative = inhibition, % at 11.5 µM;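 active = activity change below a set negative limit, meaning inhibition stronger than a set level, cut at about -70% in these data; inconclusive = activity change between two set negative limits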; note: % is set by controls: 0 for no effect and ±100 for the full control effect
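Cell-based HTRF cAMP assay; TSHR cells + compound, TSH EC80 (4nM final), 2 h, 37 deg C. Lysis with anti-cAMP cryptate and cAMP-d2, 30 min RT, read 665/620 nm.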
a7 integrin act = activators of alpha7 integrin expression for muscular dystrophy; alpha7betagal myoblasts, beta-gal FDG fluorescence, 48 h; Potency, µM (doses to about 38.3 µM), for the others: top-dose activation, usual class: activators; 350,000 tested, 0.064% active; AID 624291;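 note: potency is the fitted concentration of half-maximal effect; 100% = response of the positive control SU9516; nearly all actives have a fitted effect of over 60% in size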
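alpha7betagal+/- myoblasts (passage 13, 250/well) treated 48 h at 37C with compounds at 1:260 dilution of DMSO stock. Lysed, then beta-galactosidase activity read as FDG fluorescence (ex 480/em 540) after 30 min, with pre-read for autofluorescence.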
ASM inhibitor = human S-ASM enzyme inhibition. placental ASM, HMU-PC fluorogenic substrate, 60 min. P17405. 340,000 tested, 0.006% active. Potency, µM (series often up to 57.5 µM), for the others: at the top dose activity change, negative = inhibition, usual class: inhibitors; note: potency is the fitted concentration of half-maximal effect
Target sequence (P17405 47-631 limits assumed): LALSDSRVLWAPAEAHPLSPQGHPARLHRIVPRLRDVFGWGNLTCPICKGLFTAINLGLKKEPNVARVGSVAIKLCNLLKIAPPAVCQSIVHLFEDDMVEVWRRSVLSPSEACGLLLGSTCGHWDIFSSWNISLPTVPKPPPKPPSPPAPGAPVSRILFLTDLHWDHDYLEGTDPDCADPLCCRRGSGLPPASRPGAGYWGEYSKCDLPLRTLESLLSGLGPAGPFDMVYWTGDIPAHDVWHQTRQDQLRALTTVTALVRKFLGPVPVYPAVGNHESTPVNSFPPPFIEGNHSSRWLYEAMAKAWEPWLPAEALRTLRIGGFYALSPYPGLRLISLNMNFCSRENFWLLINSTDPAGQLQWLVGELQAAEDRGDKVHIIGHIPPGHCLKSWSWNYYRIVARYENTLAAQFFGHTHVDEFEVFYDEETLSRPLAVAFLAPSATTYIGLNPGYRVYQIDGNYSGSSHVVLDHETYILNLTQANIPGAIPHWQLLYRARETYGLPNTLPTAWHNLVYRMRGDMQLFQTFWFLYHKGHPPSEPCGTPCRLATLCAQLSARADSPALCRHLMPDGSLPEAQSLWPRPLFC
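Human placenta-derived ASM preincubated with compound 10 min at room temperature, then reacted with 9 uM (final) fluorogenic HMU-PC substrate for 60 min at 37 C. Stop solution raises pH to 10; fluorescence read at Ex 386/Em 447 nm.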
A-T KAP1 phos = potential ataxia-telangiectasia treatments restoring KAP-1 phosphorylation. […] A-T fibroblasts, KAP-1 phosphorylation AlphaLISA; neocarzinostatin DNA damage 30 min before lysis. Potency, µM (top dose mostly 57.5 µM), inactives show at the highest dose activation, most hits filed as activators. 320,000 tested, 0.19% active; note: potency is the fitted concentration of half-maximal effect; % of control where 0% means no effect; nearly all actives have a fitted effect of over 45% in size
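ATM-like activity read as KAP-1 phosphorylation via AlphaLISA donor/acceptor antibody pairs after lysis and 6 hr at 25C. Cells were ATM-null patient fibroblasts ([…], hTERT), dosed 60 min, then exposed to the DSB inducer NCS for 30 min.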
Active calls of the source: *; [ ] = remark or other dose. Unless noted, calls come from the whole dose curve; as a rule, active = well fitted curve in the direction sought with a large enough effect; inconclusive = small, poorly fitted or top-dose-only effect, or another doubt; inactive = no such curve, though single readings can be large; an effect the other way counts as inactive or inconclusive. Not all compounds are listed (hit frequency here may not be typical).

O=C(O)C(=Cc1cc2c(cc1[N+](=O)[O-])OCO2)c1cc2c(cc1Br)OCO2 was read as PTAP TSG101 blk -1%, TCR activator 5%, a7 integrin act 28% and ASM inhibitor 4%.
Screening O=C(CN1C(=O)C2CCCCC2C1=O)OCc1nnc(-c2ccccc2)o1 (centres undefined) returned Mito fusion act 7%, MLL CXXC-DNA inh 0%, PTAP TSG101 blk -4%, Menin-MLL TR inh -11%, TCR activator 0%, TSHR antagonist -2, a7 integrin act -16%, ASM inhibitor -1% and A-T KAP1 phos 1%.
Screening NCCCCCc1nnc(SCc2ccccc2Cl)o1 returned MBNL1 CUG block -8%, Mito fusion act -7%, MLL CXXC-DNA inh 7%, PTAP TSG101 blk -5%, Menin-MLL TR inh -7%, TCR activator -3%, TSHR antagonist 0, a7 integrin act 12%, ASM inhibitor -1% and A-T KAP1 phos 4%.
For CCOC(=O)C(C#N)(Cc1ccc2ccccc2n1)Cc1ccc2ccccc2n1 the results were PTAP TSG101 blk -2%, TCR activator 6%, a7 integrin act -40% and ASM inhibitor -11%.
CCCN(CCC)S(=O)(=O)c1ccc(C(=O)Nc2cccnc2)cc1 was read as MBNL1 CUG block -4%, Mito fusion act 8%, MLL CXXC-DNA inh -2%, PTAP TSG101 blk -5%, Menin-MLL TR inh 0%, TCR activator -7%, TSHR antagonist 2, a7 integrin act 4%, ASM inhibitor -6% and A-T KAP1 phos -7%.
`O=[N+]([O-])c1cccc(-c2nc(N3CCOCC3)c3ccccc3n2)c1` gave MBNL1 CUG block -8%, Mito fusion act 1%, MLL CXXC-DNA inh -8%, Menin-MLL TR inh inconclusive, TSHR antagonist 9 and A-T KAP1 phos -4%.
`Cc1c(C(=O)O)sc(=S)n1CCOc1ccccc1` gave MBNL1 CUG block -7%, Mito fusion act 0%, MLL CXXC-DNA inh -4%, PTAP TSG101 blk -7%, Menin-MLL TR inh 3%, TCR activator -2%, TSHR antagonist -10, a7 integrin act 5%, ASM inhibitor 4% and A-T KAP1 phos 3%.
Screening O=[N+]([O-])c1ccc(Cl)cc1NCC1CCCO1 (centres undefined) returned MBNL1 CUG block inconclusive, Mito fusion act 0%, MLL CXXC-DNA inh 5%, PTAP TSG101 blk -13%, Menin-MLL TR inh 4%, TCR activator -2%, TSHR antagonist -5, a7 integrin act 4%, ASM inhibitor -6% and A-T KAP1 phos -37%.
Screening C/C=C/c1ccc(OCC(O)CN2CCCCCCC2)c(OC)c1 (centres undefined) returned Mito fusion act 3%, MLL CXXC-DNA inh 13%, PTAP TSG101 blk -2%, Menin-MLL TR inh inconclusive, TCR activator 0%, TSHR antagonist 1, a7 integrin act -51%[inhibitor], ASM inhibitor -2% and A-T KAP1 phos 6%.
`Cc1nnc2n1N=C(c1ccc(OC(F)F)cc1)C(C)S2` (centres undefined) gave MBNL1 CUG block 6%, Mito fusion act 8%, MLL CXXC-DNA inh -9%, PTAP TSG101 blk 0%, Menin-MLL TR inh -3%, TCR activator 4%, TSHR antagonist 6, a7 integrin act 11%, ASM inhibitor 4% and A-T KAP1 phos 0%.
Cc1oc(-c2cccc3ccccc23)nc1CN1CCC[C@H]1CO was read as MBNL1 CUG block 5%, Mito fusion act -5%, MLL CXXC-DNA inh 7%, PTAP TSG101 blk -7%, Menin-MLL TR inh -2%, TCR activator 8%, TSHR antagonist 4, a7 integrin act -31%, ASM inhibitor 6% and A-T KAP1 phos 0%.
COc1ccccc1CNC(=O)COC(=O)C1CCN(S(=O)(=O)c2ccccc2)CC1 was read as Mito fusion act 0%, PTAP TSG101 blk -7%, TCR activator 8%, TSHR antagonist -5, a7 integrin act 12%, ASM inhibitor 5% and A-T KAP1 phos 0%.
Screening O=C(OCc1nc2ccccc2s1)c1ccc([N+](=O)[O-])o1 returned MBNL1 CUG block inconclusive, Mito fusion act -12%, MLL CXXC-DNA inh -5%, PTAP TSG101 blk 2%, Menin-MLL TR inh 12%, TCR activator -7%, TSHR antagonist -16, a7 integrin act 13%, ASM inhibitor 3% and A-T KAP1 phos -2%.
Screening CCN(CCCNC(=O)CN(C)S(=O)(=O)c1ccc2c(c1)CCC(=O)N2)c1cccc(C)c1 returned MBNL1 CUG block -10%, Mito fusion act 2%, MLL CXXC-DNA inh 0%, PTAP TSG101 blk 1%, Menin-MLL TR inh -1%, TCR activator -2%, TSHR antagonist 2, a7 integrin act -16%[7.66 µM], ASM inhibitor 0% and A-T KAP1 phos -1%.
`Cc1cc(Cl)ccc1N(CC(=O)N=Nc1c(O)[nH]c2ccccc12)S(C)(=O)=O` gave MBNL1 CUG block inconclusive, Mito fusion act 15%, MLL CXXC-DNA inh 4%, PTAP TSG101 blk -2%, Menin-MLL TR inh 22%, TSHR antagonist -1, a7 integrin act 1%[7.66 µM], ASM inhibitor -29% and A-T KAP1 phos 3%.
For COc1ccc2c(c1)c(=O)cc(-c1ccccc1)n2C the results were MBNL1 CUG block inconclusive, Mito fusion act -6%, MLL CXXC-DNA inh -1%, PTAP TSG101 blk -1%, Menin-MLL TR inh -4%, TCR activator -4%[46.1 µM], TSHR antagonist -22, a7 integrin act -22%, ASM inhibitor -1% and A-T KAP1 phos -1%.
COC(=O)CCc1n[nH]c(=O)[nH]c1=O was read as MBNL1 CUG block 2%, Mito fusion act -1%, MLL CXXC-DNA inh 4%, PTAP TSG101 blk -1%, Menin-MLL TR inh 27%, TCR activator -4%, TSHR antagonist 7, a7 integrin act 0%, ASM inhibitor 7% and A-T KAP1 phos -2%.
`Cc1sc2nc(CSC(C)C(=O)N3CCOCC3)[nH]c(=O)c2c1C` (centres undefined) gave MBNL1 CUG block 2%, Mito fusion act 1%, MLL CXXC-DNA inh inconclusive, PTAP TSG101 blk -1%, Menin-MLL TR inh -12%, TCR activator 6%, TSHR antagonist 7, a7 integrin act 14%, ASM inhibitor 5% and A-T KAP1 phos 7%.
`Cc1c(Cl)c(C(F)(F)F)nn1CC(=O)N1CCSCC1` gave MBNL1 CUG block 1%, Mito fusion act -8%, MLL CXXC-DNA inh -2%, PTAP TSG101 blk 0%, Menin-MLL TR inh -1%, TCR activator -3%[46.1 µM], TSHR antagonist 5, a7 integrin act 0%, ASM inhibitor 5% and A-T KAP1 phos 4%.
c1coc(C2Nc3cccc4cccc(c34)N2)c1 was read as MBNL1 CUG block inconclusive, Mito fusion act -2%, MLL CXXC-DNA inh -20%, Menin-MLL TR inh inconclusive, TSHR antagonist -4 and A-T KAP1 phos 0%.

Nothing new here: entries from further up.
`Cc1c(Cl)c(C(F)(F)F)nn1CC(=O)N1CCSCC1` gave MBNL1 CUG block 1%, Mito fusion act -8%, MLL CXXC-DNA inh -2%, PTAP TSG101 blk 0%, Menin-MLL TR inh -1%, TCR activator -3%[46.1 µM], TSHR antagonist 5, a7 integrin act 0%, ASM inhibitor 5% and A-T KAP1 phos 4%.
c1coc(C2Nc3cccc4cccc(c34)N2)c1 was read as MBNL1 CUG block inconclusive, Mito fusion act -2%, MLL CXXC-DNA inh -20%, Menin-MLL TR inh inconclusive, TSHR antagonist -4 and A-T KAP1 phos 0%.

Other compounds follow.
Screening Cc1ccc(S(=O)(=O)N2CCC(C(=O)OCC(=O)N(C)C3CCCCC3)CC2)cc1C returned Mito fusion act 7%, PTAP TSG101 blk -5%, TCR activator 0%, TSHR antagonist -12, a7 integrin act 0% and A-T KAP1 phos -5%.
Screening CC(C)c1ccc(CNNC(=O)c2ccccc2)cc1 returned MBNL1 CUG block -5%, Mito fusion act -7%, MLL CXXC-DNA inh -3%, PTAP TSG101 blk -1%, Menin-MLL TR inh 7%, TCR activator -2%, TSHR antagonist -1, a7 integrin act 16%, ASM inhibitor -6% and A-T KAP1 phos 7%.
Fc1ccccc1/C=N/Nc1nn[nH]n1 was read as MBNL1 CUG block 27%, Mito fusion act -2%, MLL CXXC-DNA inh 10%, PTAP TSG101 blk 0%, Menin-MLL TR inh -1%, TCR activator 3%, TSHR antagonist 3, a7 integrin act -6%, ASM inhibitor 0% and A-T KAP1 phos 5%.
For COc1cc(NC(=O)[C@@H](NC(=O)N2CCn3c2nc2ccccc23)C(C)C)cc(OC)c1 the results were MBNL1 CUG block 0%, Mito fusion act -11%, MLL CXXC-DNA inh 8%, PTAP TSG101 blk -4%, Menin-MLL TR inh 47%[activator], TCR activator -2%, TSHR antagonist 13, a7 integrin act -12%, ASM inhibitor inconclusive and A-T KAP1 phos 3%.

From PubChem BioAssay
